# Screening data as filed in PubChem BioAssay.
# Tau FP inhib – inhibitors of human tau fibril formation; P10636; K18 P301L tau heparin fibrillization, Alexa594 FP, 6 h; Potency, µM (titrated, usually from 57.7 µM), inactives show at the highest dose activity, negative = inhibition, hits mostly inhibitors; actives 0.39% (n = 280,000); AID 1468; further: on the % scale 0 is the no-effect control and ±100 the full control effect; nearly all actives have a fitted effect of over 55% in size
# Target sequence (P10636 561-689 P618L limits assumed): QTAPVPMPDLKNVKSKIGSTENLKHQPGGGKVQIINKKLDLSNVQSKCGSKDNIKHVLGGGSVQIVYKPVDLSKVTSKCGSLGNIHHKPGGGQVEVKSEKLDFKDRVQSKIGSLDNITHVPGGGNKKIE
#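 Compound effects on tau fibrillization are measured by Alexa 594 fluorescence polarization (ex 555, em 632 nm). K18 P301L tau is used at 15 uM with 0.24 uM labeled tracer, and 20 uM heparin induces aggregation over 6 hr at 37 C.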
# Tau fluor cs – counter-screen for tau fibril formation inhibitors. tau K18 P301L Alexa594 fluorescence, heparin fibrillization. Potency, µM (doses to about 57.7 µM), without a hit: at the top dose activity change, negative = decrease. actives 0.93% (n = 280,000). AID 1463; further: on the % scale 0 is the no-effect control and ±100 the full control effect; nearly all actives have a fitted effect of over 55% in size
#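 Human tau K18 P301L (15 uM unlabeled, 0.24 uM Alexa 594-labeled) in 100 mM sodium acetate pH 7 with 20 uM heparin, 6 hr at 37 C. ThT 30 uM added, 1 hr ambient; Alexa 594 FP and total fluorescence read at 555/632 nm.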
# GAA inhib – inhibitors of human lysosomal alpha-glucosidase; P10253; purified human GAA, 4-MU-alpha-glucoside fluorescence; AID 1466; actives 0.005% (n = 200,000); Potency, µM (titrated, usually from 76.9 µM), for the others: at the highest dose activity change, negative = inhibition, usual class: inhibitors;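 further: plate controls were uninhibited enzyme wells for no effect and no-enzyme background for full effect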
#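 Compounds are titrated up to 77 uM against 4 nM human enzyme. Substrate 4-methylumbelliferyl-alpha-D-pyranoside (400 uM) reacts 20 min at room temperature in pH 5.0 buffer; liberated 4-methylumbelliferone is read at 440 nm.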
# GLA spleen mod – inhibits or activates alpha-galactosidase in human spleen homogenate. P06280. actives 0.008% (n = 240,000). human spleen homogenate, 4MU-alpha-Gal fluorescence, 40 min. AID 2107. Potency, µM (top dose mostly 80 µM), for the others: at the highest dose activity change, negative = inhibition, actives largely listed as inhibitors;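 further: 0% = enzyme with vehicle and -100% = no enzyme basal signal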
# Target sequence (P06280 32-429 limits assumed): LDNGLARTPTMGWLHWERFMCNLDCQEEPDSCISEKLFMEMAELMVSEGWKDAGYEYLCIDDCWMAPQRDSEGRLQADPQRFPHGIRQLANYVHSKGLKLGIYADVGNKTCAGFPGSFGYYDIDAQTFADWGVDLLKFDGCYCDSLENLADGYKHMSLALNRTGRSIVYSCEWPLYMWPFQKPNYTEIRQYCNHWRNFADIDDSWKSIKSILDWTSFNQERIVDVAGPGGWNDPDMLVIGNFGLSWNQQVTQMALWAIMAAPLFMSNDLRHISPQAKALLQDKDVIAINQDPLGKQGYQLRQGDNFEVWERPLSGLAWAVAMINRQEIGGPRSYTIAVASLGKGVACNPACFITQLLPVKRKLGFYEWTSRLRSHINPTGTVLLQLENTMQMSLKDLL
#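 Spleen homogenate 1 ug + cpd (titration) + 4-MU-alpha-D-galactopyranoside 1 mM; 37C 40 min; 50 mM citrate/phosphate pH 5.0, 0.01% Tween-20; stop pH 10; fluorescence 365/440; AC50 via Hill.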
# GAA glycogen – alters human alpha-glucosidase cleavage of glycogen | actives 0.38% (n = 300,000) | P10253 | recombinant GAA, glycogen substrate, Amplex Red glucose oxidase fluorescence | Potency, µM (doses to about 76.4 µM), without a hit: at the top dose activity change, negative = inhibition, actives largely listed as inhibitors;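 further: 0% = full enzyme reaction and -100% = no-enzyme basal signal; the screen sought inhibitors and activators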
#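 Recombinant enzyme (4 nM final) with compounds titrated up to 77 uM and bovine liver glycogen (30 ug) in citrate pH 5.0, 0.01% Tween-20, 37 C 40 min. Released glucose detected by Amplex Red/glucose oxidase (Ex 573/Em 610); AC50 from Hill fits.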
# aGlu spleen mod – inhibitors or activators of human alpha-glucosidase in spleen homogenate. P10253. human spleen homogenate, 4-MU-alpha-glucoside fluorescence. Potency, µM (highest dose often 79.9 µM), for the others: at the top dose activity change, negative = inhibition, usual class: inhibitors. actives 0.006% (n = 240,000);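 further: 0% = enzyme with vehicle and -100% = no enzyme basal signal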
#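 AC50 values come from Hill-equation fits of concentration-response data, normalized to no-enzyme and full-activity controls. Enzyme source: 1 ug human spleen homogenate; 1 mM fluorogenic 4-MU glucoside, pH 5.0 citrate buffer, 37 C, 40 min.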
# HTT cytoprotect – Huntington cell model cytoprotection by ATP luminescence; actives 0.14% (n = 230,000); Potency, µM (doses to about 56.4 µM), for inactives: cytoprotection (ATP increase), hits mostly activators; PC12 HTT-Q103 induced, cytoprotection, ATP luminescence, 40 h;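 further: % of control where 0% means no effect; nearly all actives have a fitted effect of over 45% in size; toxic huntingtin expression switched on by the ecdysone agonist tebufenozide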
#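 Stable PC12 Q103-GFP cells in serum-supplemented, phenol red-free DMEM; induction by tebufenozide at 100 nM final; compound dose series; cell viability quantified luminescently from ATP.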
# Tau fibril ThT – blocks human tau fibril formation measured by thioflavin T; P10636; Potency, µM (highest dose often 57.4 µM), for inactives: at the top dose activity, negative = inhibition, actives largely listed as inhibitors; recombinant tau K18 P301L (four-repeat tau fragment), heparin-induced fibrillization, ThT fluorescence; actives 2.1% (n = 270,000); further: on the % scale 0 is the no-effect control and ±100 the full control effect; nearly all actives have a fitted effect of over 55% in size
#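 Aggregation was driven by heparin (20 uM final) acting on recombinant tau […] bearing P301L in 100 mM sodium acetate pH 7; fibrils were detected with Thioflavin T.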
# * hit, by the source's call; u = inconclusive; x = not tested or not shown; [ ] = remark or other dose. The call rests on the fitted dose curve; in most records, active means well fitted curve in the direction sought with a large enough effect; inconclusive means small, poorly fitted or top-dose-only effect, or another doubt; inactive means no such curve, though single readings can be large; an effect the other way counts as inactive or inconclusive. Potency means the concentration at half of the fitted maximal effect.
# The line under a structure holds: Tau FP inhib | Tau fluor cs | GAA inhib | GLA spleen mod | GAA glycogen | aGlu spleen mod | HTT cytoprotect | Tau fibril ThT
COc1cc(-c2nnc(-c3ccncc3)o2)ccc1OCc1ccccc1
  2% | -7% | -1% | 1% | 10% | 2% | -20% | -8%
O=C(c1ccc(Cn2c(=O)[nH]c3ccccc3c2=O)cc1)N1CCN(c2ccc(Cl)cc2)CC1
  -12% | u | -12% | 3% | -5% | -2% | -59%[inhibitor] | -23%
Cc1ccc(S(=O)(=O)c2nc(-c3ccco3)oc2SCC(=O)Nc2ccc(F)cc2)cc1
  u | u | x | x | -1%[76.3 µM] | x | x | 4%
CCN(CC)C(=O)c1sc(NC(=O)c2ccncc2)c(C(=O)OC)c1C
  -5% | -17% | 9% | -3% | 10% | -8% | -16%[10 µM] | u
CC1CCN(C(=O)COc2ccccc2F)CC1
  -2% | -4% | 3% | 16% | 2% | -7% | -33% | -2%
O=C(c1cc([N+](=O)[O-])ccc1Cl)N1CCN(c2ccc(F)cc2)CC1
  u | -18% | -10% | -1% | -1% | -2% | x | -8%
CCC(C(=O)Nc1c[nH]c(=O)[nH]c1=O)c1ccccc1 (stereo unspecified)
  -2% | -2% | 1% | -2% | 13% | -1% | 1%[10 µM] | -2%
OCCN1CCN(C(=S)c2ccc(-c3ccccc3)cc2)CC1
  -8% | -5% | x | 6% | -1% | 9% | 8%[10 µM] | -13%
Nc1nc(SCC(=O)Nc2ccccc2)[nH]c(=O)c1-c1ccccc1
  -6% | -9% | 0% | -1% | -11% | 0% | 7%[10 µM] | -5%
O=Nc1c(O)n(Cc2ccc(Cl)cc2)c2ccccc12
  -8% | -13% | -1% | -3% | -1% | -1% | 6% | -17%
Cc1ccc(OCC(=O)N2CCN(C(=O)c3cccc(F)c3)CC2)cc1
  -4% | 2% | -6% | 0% | 7% | 3% | 17% | 5%
COc1ccc(CN(CC2CCC(C(=O)O)CC2)C(=S)Nc2cccc(C)c2)cc1 (stereo unspecified)
  11% | -10% | 3% | -6% | 4% | -3% | 1% | -11%
N#CCCn1cc(/C=N/O)c(-c2ccc(Cl)cc2)n1
  2% | -11% | 1% | -3% | 2% | -7% | -18% | -7%
CC(C)N1CCN(Cc2ccccc2-c2ccco2)CC1CCO (stereo unspecified)
  -1% | 6% | 6% | 7% | -2% | 6% | 11%[10 µM] | 5%
CCc1nc2oc3ccccc3c(=O)c2c(=O)n1Cc1ccccc1
  -1% | 2% | 4% | -2% | -4% | -5% | -3% | 5%
Cc1ccc(-c2ccccc2)n1-c1ccc(C(=O)O)cc1
  0% | -5% | 4% | 2% | -2% | 0% | 9%[10 µM] | u
Cc1cc(C)cc(OC(=O)c2snnc2C)c1
  -12% | -17% | x | x | 0%[76.3 µM] | x | x | u
CCOn1c(=O)c(=O)n(OC)c2ccccc21
  3% | -3% | x | -2% | 3% | 1% | 4%[10 µM] | x
COC(=O)c1cccnc1-n1c(=O)c2cccnc2n(CC(=O)Nc2ccccc2F)c1=O
  -5% | -10% | x | x | -5%[76.3 µM] | x | x | -4%
CCOc1ccc(Cl)cc1/C=N/NC(=O)c1ccccc1
  1% | 1% | 0% | 1% | -1% | -4% | x | 3%
CCn1ccnc1CN(C)Cc1nc(Cc2cccc(C(F)(F)F)c2)no1
  0% | -14% | -7% | -8% | 7% | -3% | 4%[10 µM] | -8%
CCC1CCCCN1Cc1nc2c(c(=O)n(C)c(=O)n2C)n1CCC(C)C (stereo unspecified)
  -1% | 0% | u | 0% | 1% | 1% | -11% | 5%
CCC1CN(C(=O)Nc2ccc(C(=O)O)cc2)c2cc(Cl)ccc2O1 (stereo unspecified)
  -4% | -11% | x | x | 8%[76.3 µM] | x | x | -7%
CC1C[N+](=C2C=C(N3CCOCC3)CC(C)(C)C2)CC(C)O1 (stereo unspecified)
  3% | -6% | x | -6% | -1% | -4% | 2%[10 µM] | -13%
Cc1ccc(NS(=O)(=O)c2ccc3c(c2)CC(=O)N3)cc1Cl
  -10% | u | x | x | -22%[76.3 µM] | x | x | -2%
CCOC(=O)N1CCN(C(=O)CSCc2ccc(Cl)cc2)CC1
  -13% | -18% | 1% | -30% | 3% | -1% | -13% | u
CCC(=O)N1CCc2cc(S(=O)(=O)NC(C(=O)N3CCc4ccccc4C3)C(C)C)ccc21 (stereo unspecified)
  -3% | -4% | -3% | 3% | 9% | -3% | -9% | -4%
Cc1cc(C(=O)CSc2nc(N)cc(=O)[nH]2)c(C)n1CCc1ccc(F)cc1
  -11% | -20% | 0% | -8% | 1% | -10% | -48%[inhibitor] | u
COc1cccc(-c2nnc(-c3ccccc3NC(=O)c3ccc(F)cc3F)o2)c1
  -13% | -27% | x | x | -5%[76.3 µM] | x | x | -14%
C=CCOc1ccc(/C=C2\N=C(C)OC2=O)cc1OC
  1% | 2% | x | -1% | -1% | -2% | 4%[10 µM] | x

# In a second layout: entries from further up.
Molecule | Tau FP inhib | Tau fluor cs | GAA inhib | GLA spleen mod | GAA glycogen | aGlu spleen mod | HTT cytoprotect | Tau fibril ThT
CC1CCN(C(=O)COc2ccccc2F)CC1 | -2% | -4% | 3% | 16% | 2% | -7% | -33% | -2%
O=C(c1cc([N+](=O)[O-])ccc1Cl)N1CCN(c2ccc(F)cc2)CC1 | u | -18% | -10% | -1% | -1% | -2% | x | -8%
CCC(C(=O)Nc1c[nH]c(=O)[nH]c1=O)c1ccccc1 (stereo unspecified) | -2% | -2% | 1% | -2% | 13% | -1% | 1%[10 µM] | -2%

# Next structures follow:
# The line under a structure holds: Tau FP inhib | Tau fluor cs | GAA inhib | GLA spleen mod | GAA glycogen | aGlu spleen mod | HTT cytoprotect | Tau fibril ThT
O=C(C1=C[C@H](c2ccc(C(F)(F)F)cc2)C[C@H](OCCCCO)O1)N1CCN(Cc2ccccc2)CC1
  -8% | 1% | x | 1% | 25% | 5% | 28%[10 µM] | -17%
CC(C)Cn1c(N)c(C(=O)CSc2nc3ccccc3n2C)c(=O)n(C)c1=O
  -3% | -8% | -1% | 0% | 5% | -8% | 4% | -7%
CC(NC(=O)c1nn(C)c2c1CSc1ccccc1-2)c1ccccc1 (stereo unspecified)
  -6% | -13% | x | x | 10%[76.3 µM] | x | x | -14%
CCOC(=O)c1nnn(CC(=O)Nc2cccc(Cl)c2C)c1C(=O)OCC
  -2% | -16% | u | -5% | -7% | -5% | -4%[10 µM] | -1%
Cc1ccc(C(C)NC(=O)Cn2nc(C)c([N+](=O)[O-])c2C)cc1 (stereo unspecified)
  -1% | -8% | 1% | -5% | 12% | -4% | 8%[10 µM] | -7%
Cn1c(=O)c2c(nc(N3CCOCC3)n2Cc2ccccc2)n(C)c1=O
  -7% | -5% | x | x | 13%[76.3 µM] | x | x | -7%
O=C(CSc1n[nH]c(C2CCCC2)n1)NC1CCCC1
  -10% | 1% | -4% | -2% | 8% | 3% | -1% | 2%
Cc1cccc(NC(=O)CSc2nc3ccc(NC(=O)c4ccco4)cc3s2)c1
  u | u | x | x | 12%[76.3 µM] | x | x | 14%
CCC(=O)NC(c1cccs1)c1cc([N+](=O)[O-])c2cccnc2c1O (stereo unspecified)
  12% | 5% | 1% | 1% | 12% | -3% | -89%[inhibitor][10 µM] | u
CC(=N)c1c(O)c2ccccc2oc1=O
  0%[0.0958 µM] | 4%[0.0958 µM] | x | -4% | -6% | 1% | 5%[10 µM] | x
CC(C)CCSc1nc2ccccc2[nH]1
  2% | -5% | -1% | -3% | -5% | -22% | -57%[inhibitor] | -3%
COc1ccc(-n2cnnc2SCC(=O)Nc2cc(C)on2)cc1
  2% | 0% | 8% | -1% | 5% | 1% | -25% | -3%
CC1(C)[C@H]2CC[C@]1(C)[C@@H](OC(=O)C[N+]1(C)CCOCC1)C2
  -8% | -1% | -3%[15.4 µM] | 3% | 1% | -12% | 6%[10 µM] | -3%
O=C(Nc1cccc2cccnc12)c1ccc(-c2cccc(Cl)c2)o1
  -11% | -21% | x | x | 11%[76.3 µM] | x | x | u
CC(C)Cc1nnc(NC(=O)CCC(=O)N2CCN(S(=O)(=O)c3ccccc3)CC2)s1
  1% | 9% | -9% | -1% | u | -18% | 23%[10 µM] | 7%
Cc1nc2sc(C(=O)Nc3ccc(F)cc3)c(N)c2c(-c2ccc(Br)cc2)c1C(=O)Nc1ccc(Cl)cc1
  u | -26% | x | x | 2%[76.3 µM] | x | x | -13%
Cn1nnnc1SCCNCc1cccnc1
  -6% | -4% | -2% | 4% | 2% | 6% | -6% | -6%
Cc1ccc(S(=O)(=O)NC2=C(N3CCN(Cc4ccccc4)CC3)C(=O)c3ccccc3C2=O)cc1
  6% | -25% | -1% | -2% | 1% | -1% | 1% | u
CCOc1ccc(-n2nc3ccc(NC(=O)c4cccc(F)c4)cc3n2)cc1
  u | -6% | x | x | 6%[76.3 µM] | x | x | u
CCCCn1nc2cc(C(=O)NCc3ccc(OC(F)(F)F)cc3)ccc2c1OC
  -1% | -17% | -6% | 3% | -9% | -2% | -9% | -3%
COc1ccc(CC(=O)Nc2nc3ccccc3[nH]2)cc1
  2% | -11% | x | -8% | 1% | 4% | -11%[10 µM] | -7%
Cc1cc(C)cc(NC(=O)C(Nc2ccccc2)c2ccccc2)c1 (stereo unspecified)
  3% | -27% | -1% | -2% | -6% | -7% | -9%[10 µM] | -3%
CC(=O)Nc1ccccc1OCC(=O)NCCC1=CCCCC1
  -2% | -7% | -4% | -20% | 0% | -13% | -42%[10 µM] | -3%
COCCNC(=O)CCCn1c(=O)c2cc(OC)c(OC)cc2n(CC(=O)c2cccc(OC)c2)c1=O
  -4% | -7% | -9% | 1% | 0% | -4% | -29% | 0%
Cc1ccccc1Nc1nc(N)nc(COC(=O)c2cccn2C)n1
  6% | -5% | u | 0% | 3% | 2% | -26% | 0%
Cc1ccc(N2C(N)=C(C#N)C3(C(=O)N(C)c4ccccc43)C3=C2CC(C)(C)CC3=O)cc1Cl (stereo unspecified)
  -3% | -16% | -2% | 2% | 1% | -2% | -12% | -24%
